IP6K1 inhibitor – Primary qHTS assay for small molecule inhibitors of Inositol hexaphosphate kinase 1 (IP6K1). Inositol hexakisphosphate kinase 1 (Homo sapiens), Q92551. IP6K1 kinase, ADP-Glo luminescence, 2 h; active compounds read low. activity change, % (series mostly up to about 58 µM). hit rate 0.81% among 140,000. AID 1645851, 2021; in the data active = activity change below about -25%
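ADP-Glo luminescence measures ADP made by human IP6K1 during a 2 h RT reaction with ATP/IP6 (mix at 1.3 mM/130 uM); top library doses 57.5 and 19.1 uM final.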
NIH3T3 tox – Cytotoxic Profiling in NIH 3T3 Cell Line of Diverse Libraries Using Quantitative High-Throughput Screening; Potency, µM (highest dose often 96.7 µM), for the others: at the highest dose activity change, negative = cytotoxicity, actives largely listed as inhibitors; AID 1345082, 2018; NIH 3T3 viability, CellTiter-Glo ATP luminescence, 48-72 h; hit rate 4.3% among 94,000; also: potency is read from the fitted curve at half-maximal effect; nearly all actives have a fitted effect of over 55% in size
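Luminescent ATP readout (CellTiter-Glo, 10 min RT) after 48 or 72 hr compound exposure of NIH 3T3 cells seeded at 400 cells/well in 1536-well format; quantitative HTS.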
HEK cytotox – Cytotoxic Profiling in HEK 293 Cell Line of Diverse Libraries Using Quantitative High-Throughput Screening | HEK 293 viability, ATP luminescence (CellTiter-Glo), 48-72 h | Potency, µM (titrated, usually from 115 µM), without a hit: at the top dose activity change, negative = cytotoxicity, usual class: inhibitors | hit rate 6.6% among 94,000 | AID 1345083, 2018; also: potency is read from the fitted curve at half-maximal effect; nearly all actives have a fitted effect of over 60% in size
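Read-out: CellTiter-Glo ATP luminescence. Cells: HEK 293, 250 cells/well. Exposure: 48 or 72 hr, 37 degree Celsius.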
HEK293 viab – GF-AFC viability counterscreen for inhibitors of alpha-synuclein gene (SNCA) expression; HEK-293-SNCA-luc viability, GF-AFC fluorescence, 24 h; Potency, µM (doses to about 57.1 µM), without a hit: at the highest dose activity change, negative = cytotoxicity, most hits filed as cytotoxic; hit rate 0.12% among 150,000; AID 1671193, 2021;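 also: potency is read from the fitted curve at half-maximal effect; 0% = DMSO-treated cells and -100% = medium-only wells without cells; nearly all actives have a fitted effect of over 30% in size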
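HEK-293-SNCA-luc cells (1500/well) plated 24 h, then exposed 24 h to a dilution series; GF-AFC added 30 min at 37C, fluorescence 405/540 nm; normalised to medium-only and DMSO wells, Hill fit.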
GPT2 inhibitor – Primary qHTS assay for inhibitors of Glutamate pyruvate transaminase 2 (GPT2); Alanine aminotransferase 2 (Homo sapiens), Q8TD30; Recombinant GPT2, coupled pyruvate oxidase/HRP Amplex Red fluorescence; Potency, µM (titrated, usually from 57.7 µM), for the others: at the top dose activity change, negative = inhibition, usual class: inhibitors; hit rate 0.25% among 100,000; also: potency is read from the fitted curve at half-maximal effect; nearly all actives have a fitted effect of over 60% in size; many of its hits are not listed in these tables
Target sequence (Q8TD30 whole entry, looked up): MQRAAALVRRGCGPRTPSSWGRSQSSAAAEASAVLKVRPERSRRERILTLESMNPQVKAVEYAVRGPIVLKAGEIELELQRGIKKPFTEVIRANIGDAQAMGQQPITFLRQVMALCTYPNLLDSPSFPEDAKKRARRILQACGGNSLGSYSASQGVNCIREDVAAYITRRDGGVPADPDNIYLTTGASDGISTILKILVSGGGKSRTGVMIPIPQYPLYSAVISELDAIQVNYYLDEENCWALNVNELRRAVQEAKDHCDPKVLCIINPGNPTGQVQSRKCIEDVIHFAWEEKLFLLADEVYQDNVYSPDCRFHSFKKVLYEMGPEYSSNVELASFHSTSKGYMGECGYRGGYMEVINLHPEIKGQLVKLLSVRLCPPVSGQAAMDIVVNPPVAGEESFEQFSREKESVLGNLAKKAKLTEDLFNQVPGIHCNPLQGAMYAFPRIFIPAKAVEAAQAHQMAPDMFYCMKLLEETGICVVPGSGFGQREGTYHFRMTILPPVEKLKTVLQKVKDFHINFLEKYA
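Fluorescence of coupled pyruvate oxidase/HRP/Amplex Red system (50uM Amplex, 30 min, dark) reports pyruvate formed by GPT2. Enzyme reaction: 10ng/uL GPT2, 2mM L-alanine, 250uM a-KG, 30 min room temperature, pH 7.5; 50uM AOA control.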
SNCA expr inhib – Primary qHTS assay for inhibitors of alpha-synuclein gene (SNCA) expression | hit rate 0.17% among 140,000 | AID 1671194, 2021 | HEK-293 SNCA-luciferase knock-in, luminescence, 24 h | Potency, µM (series often up to 57.2 µM), for inactives: top-dose activity change, negative = inhibition, hits mostly inhibitors;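 also: potency is read from the fitted curve at half-maximal effect; plate controls were DMSO cells for no effect and cell-free wells for full effect; nearly all actives have a fitted effect of over 45% in size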
FLuc inh – Firefly luciferase inhibition profiling of diverse chemical library using quantitative high-throughput screening; Luciferin 4-monooxygenase (Photinus pyralis), P08659; purified P. pyralis luciferase, luminescence, biochemical; Potency, µM (titrated, usually from 115 µM), without a hit: at the highest dose activity change, negative = inhibition, usual class: inhibitors; hit rate 2.5% among 76,000; AID 1347043, 2019; also: potency is read from the fitted curve at half-maximal effect; nearly all actives have a fitted effect of over 65% in size
Target sequence (P08659 whole entry, looked up): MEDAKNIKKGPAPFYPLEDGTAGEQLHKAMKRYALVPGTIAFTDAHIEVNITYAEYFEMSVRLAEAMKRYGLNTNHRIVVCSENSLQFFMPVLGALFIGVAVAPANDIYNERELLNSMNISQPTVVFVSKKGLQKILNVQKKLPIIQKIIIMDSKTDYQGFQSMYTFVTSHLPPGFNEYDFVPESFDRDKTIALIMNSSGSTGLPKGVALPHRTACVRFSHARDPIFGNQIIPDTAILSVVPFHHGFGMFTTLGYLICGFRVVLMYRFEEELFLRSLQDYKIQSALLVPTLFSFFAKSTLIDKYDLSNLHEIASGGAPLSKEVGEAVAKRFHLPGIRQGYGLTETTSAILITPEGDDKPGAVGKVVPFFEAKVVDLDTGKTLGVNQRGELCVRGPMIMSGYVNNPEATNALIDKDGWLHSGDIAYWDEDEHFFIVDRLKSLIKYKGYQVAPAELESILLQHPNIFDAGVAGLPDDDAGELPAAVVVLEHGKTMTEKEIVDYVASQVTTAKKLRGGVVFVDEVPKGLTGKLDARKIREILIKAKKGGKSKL
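Purified 10nM P. pyralis luciferase with 10uM D-luciferin and 10uM ATP in 50mM Tris acetate pH 7.5, 10mM Mg acetate, 0.01% Tween-20, 0.05% BSA. qHTS titration; luminescence read by CCD imager.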
Starred values were filed as active, the others as inactive; i = inactive; ? = inconclusive; . = not tested or not shown; [ ] = another dose, or the depositor's remark. Unless noted, calls follow the shape of the dose curve; as a rule, active = well fitted curve in the direction sought with a large enough effect; inconclusive = small, poorly fitted or top-dose-only effect, or another doubt; inactive = no such curve, though single readings can be large; an effect the other way counts as inactive or inconclusive. Unless noted, % is scaled to controls: 0 for no effect and ±100 for the full control effect. Not all compounds are listed, so the mix of outcomes need not match the whole.

Below each compound: FLuc inh	IP6K1 inhibitor	SNCA expr inhib	GPT2 inhibitor	NIH3T3 tox	HEK cytotox	HEK293 viab
Cc1ccc(CN(C)Cc2cccn2C)cc1
→ -8%[230 µM]	-2	-15%[87.6 µM]	i	?	1%[230 µM]	11%[87.6 µM]
Cc1nnc(N2CCCC(C(=O)NCc3ccccc3)C2)c2nn(-c3ccccc3)c(C)c12 (configuration not stated)
→ .	20	8%	.	.	.	?
CC(=O)N1CCc2ccc(S(=O)(=O)N3CCCc4ccccc43)cc2C1
→ -9%	-5	3%	i	?	-24%	1%
Cc1cnc(CC2CCN(S(=O)(=O)c3ccc4c(c3)CCC4)CC2)n1CC1CC1
→ 0%	-4	2%	i	?	?	-5%
CNC(=O)NC[C@H]1CCN(Cc2ccc(OC)c(OC)c2Cl)C[C@H]1N(C)C
→ 7%	4	15%	-3%	-17%	-27%	13%[12.5 µM]
CCC1CN(C(=O)Nc2cc(Cl)ccc2C(=O)OC)c2ccccc2S1 (configuration not stated)
→ .	-15	22%	.	.	.	-1%
CCC1=C(C(=O)OC)C(c2ccc(OC)cc2OC)N2C(CC(=O)N3CCOCC3)=CSC2=N1 (configuration not stated)
→ 7%	-7	-7%	i	i	-3%	-2%
O=C(NC1CCCCCCC1)c1nnn2c1COC(c1ccc(F)cc1)C2 (configuration not stated)
→ -13%	1	3%	i	?	?	-1%
Cc1cccc(OCC(=O)N2C[C@@H](CO)[C@H](c3ccncc3)C2)c1
→ 2%	7	-2%	3%	-10%	-8%	11%
O=C(NCCCN1CCOCC1)C1CN(S(=O)(=O)c2ccccc2)CC12CCCCC2 (configuration not stated)
→ 15%	-1	3%	1%	5%	-5%	6%

In the list so far, 2 contain an aryl methoxy group.
Below each compound: FLuc inh	IP6K1 inhibitor	SNCA expr inhib	GPT2 inhibitor	NIH3T3 tox	HEK cytotox	HEK293 viab
CNC(=O)NC[C@H]1CCN(Cc2ccc(OC)c(OC)c2Cl)C[C@H]1N(C)C
→ 7%	4	15%	-3%	-17%	-27%	13%[12.5 µM]
CCC1=C(C(=O)OC)C(c2ccc(OC)cc2OC)N2C(CC(=O)N3CCOCC3)=CSC2=N1 (configuration not stated)
→ 7%	-7	-7%	i	i	-3%	-2%

(listing goes on)
Below each compound: FLuc inh	IP6K1 inhibitor	SNCA expr inhib	GPT2 inhibitor	NIH3T3 tox	HEK cytotox	HEK293 viab
COc1nc2nc(CCc3ccccc3)n(C)c2cc1-c1ccnn1C
→ -13%[172 µM]	9	-17%[87.6 µM]	-15%[88.5 µM]	?	?	4%[87.6 µM]
CC(C)OCCCn1c(SCc2cccc(Br)c2)nc2c(sc3ccccc32)c1=O
→ .	-18	11%	.	.	.	1%
O=C(Nc1ccc(Cl)cc1)c1nc2c(o1)CCN(Cc1ccsc1)CC2
→ 18µM*	2	4%[87.6 µM]	-1%[88.5 µM]	?	?	-5%[87.6 µM]
O=C(Cc1cccc(F)c1)N1CC(F)(F)C[C@H]1c1nc(C2CC2)no1
→ 7%	-1	7%	i	i	-9%	6%
Cc1ccc(C(=O)N2CCC(C(=O)N3CCC(c4nc5ncccc5[nH]4)CC3)C2)cc1 (configuration not stated)
→ .	-1	-7%	i	-5%	-7%	1%
C#CCNC(=O)C1CCCN(Cc2cccc(-c3ccc(F)cc3F)c2)C1 (configuration not stated)
→ .	13	-18%	2%	?	45µM*	-7%
COCc1cc(=O)n(CC(=O)Nc2cc(C)ccc2OC)c(N2CCOCC2)n1
→ -8%	-4	?	0%	?	?	-3%
O=C(NCc1cccnc1)c1nc(-c2ccc(Cl)nc2)c2ccccn12
→ .	-12	20%	-14%	?	79µM*	-13%
CCN(CC)[C@H]1C[C@@H](Cc2cc(CO)on2)C1(C)C
→ 0%[230 µM]	-6	19%[87.6 µM]	i	4%[174 µM]	-1%[230 µM]	3%[87.6 µM]
COc1ccc(CC(=O)N2Cc3ccccc3CC3(CCN(CC4CCNC4)C3)C2)cc1 (configuration not stated)
→ .	-6	?	i	?	?	?
O=C(CSc1oc(-c2ccco2)nc1S(=O)(=O)c1ccc(Cl)cc1)c1ccc(Cl)cc1
→ .	-27*	?	.	.	.	-9%
COc1ccccc1-n1c(=O)c(C(=O)N2CCN(C(=O)NC(C)C)CC2)nc2cccnc21
→ .	8	2%	i	i	-4%	4%
Cc1ccccc1CN1CCCN(CC(=O)Nc2c(C)cccc2C)S1(=O)=O
→ .	2	-14%	.	.	.	11%
COC(=O)c1ccccc1NC(=O)c1nn(C)c2c1COc1ccccc1-2
→ .	1	31%[activator]	.	.	.	7%
Cc1ncsc1C1N(C2CCN(C(=O)NC3CCCCC3)CC2)C(=O)C12CCCC2 (configuration not stated)
→ -8%	-6	34%[activator]	0%	-21%	?	-8%[12.5 µM]
Cc1ccc(-n2nc(CO)c(C(=O)NCc3cccs3)n2)cc1C
→ .	7	19%	.	.	.	-2%
C[C@@H]1O[C@@H](OC[C@H]2O[C@@H](Oc3cc(O)cc4c3C(=O)C(O)(Cc3ccc(O)cc3)O4)[C@H](O)[C@@H](O)[C@@H]2O)[C@H](O)[C@H](O)[C@H]1O (some centres not stated)
→ .	-4	.	?	.	.	-11%[23.9 µM]
CCc1nc(-c2c3n(c(=O)n(Cc4ccccc4F)c2=O)CCCC3)no1
→ 0%	0	5%	?	?	-25%	8%
CC(=O)c1ccc(NC(=O)O[C@@H]2CO[C@H]3[C@@H]2OC[C@@H]3NC(=O)COc2ccccc2)cc1
→ 1%[172 µM]	-5	-4%[87.6 µM]	-12%[88.5 µM]	?	?	4%[87.6 µM]
CCc1c(-c2ccccc2)nc2ccccc2c1C(=O)NCCc1ccccc1
→ .	-3	45%[activator]	.	.	.	?
CCC1c2nccn2CCCN1C(=O)Cc1c(C)noc1C (configuration not stated)
→ 1%	0	-20%	i	-7%	1%	-15%
COc1ccc(NC(=O)CC2C(=O)N(c3ccc(OC)cc3)C(=O)N2CCC2=CCCCC2)cc1 (configuration not stated)
→ .	-12	29%	.	.	.	-6%
CCOc1ccc(C(=O)N2CCCC3(C2)NC(=O)N(Cc2cc(C)ccc2C)C3=O)cc1 (configuration not stated)
→ 2%	7	?	5%	?	?	-3%
O=C(Cn1cccc1-c1nc(-c2ccccc2)no1)N1CCc2ccccc21
→ -10%	-8	-23%	i	?	?	-26%
COCc1ccc2c(c1)c(OC(C)(C)C(=O)N1CCOCC1)nn2Cc1ccccc1
→ 3%[172 µM]	4	26%[87.6 µM]	-9%[88.5 µM]	?	-22%[172 µM]	-13%[87.6 µM]
COc1ccc(-c2cc(N3CCCC(NC(=O)c4cc(OC)cc(OC)c4)C3)n[nH]2)cc1 (configuration not stated)
→ 5.6µM*	11	27%	i	?	?	-9%
COc1ccc(C[C@@H]2NC(=O)[C@@H]3C[C@@H](NC(=O)Nc4cccc(SC)c4)CCN3C2=O)cc1
→ 3%	-10	-4%	i	0%	-2%	4%
COc1nc2c(cc1CNC(=O)C1CC(=O)N(C)C1)C(=O)N(C1CCCC1)C2 (configuration not stated)
→ -2%	-5	-14%	1%[11.5 µM]	3%	3%	-2%
Cc1cc(Cl)ccc1NC(=O)c1cc2ccccn2n1
→ .	16	-40%	.	.	.	-12%
C[C@H](C(=O)NCCN1CCOCC1)C1CC[C@@]2(C)Cc3sc(-c4ccccc4)nc3[C@@H](C)[C@@H]2[C@H]1O (some centres not stated)
→ 11µM*	-3	0.79µM*	2%	?	?	2%
NC(=O)CN1C(=O)CO[C@H]2CN(CCCc3ccccc3)C[C@H]21
→ -3%[172 µM]	3	4%[87.6 µM]	i	?	-11%[172 µM]	3%[87.6 µM]
COC1CN(C2CCN(C(=O)C3CCC3)CC2)C12CCOCC2 (configuration not stated)
→ .	12	-23%	i	-15%	-3%	6%
O=C(NCC(c1cccs1)S(=O)(=O)c1ccccc1)c1ccc(C(F)(F)F)cc1 (configuration not stated)
→ .	7	-13%	.	.	.	9%
CC(=O)N1CCC2(CC1)OC(=O)C(C)=C2C(=O)NCc1ccccc1Cl
→ .	-2	55%[activator]	.	.	.	-15%
CN(C)C[C@@H]1CN(C)C[C@H]1NS(=O)(=O)c1ccc2c(c1)CCCC2
→ -3%	-8	-9%	i	-7%	-21%	4%
COC(=O)c1cc2sc(C)cc2n1CC(=O)Nc1ccc(C)cc1Cl
→ .	3	19%	.	.	.	-7%
COc1ccc(C(=O)Nc2ncc(-c3ccc(OC)nc3)c3c2OCC3)cc1
→ ?	-3	-18%[87.6 µM]	-29%[88.5 µM]	?	-21%[172 µM]	4%[87.6 µM]
Cc1ccc(C)c(Cn2c(=O)n(-c3ccc(F)cc3)c(=O)c3sc4ccccc4c32)c1
→ .	11	26%	.	.	.	-4%
C[C@@]12CO[C@@H](Cc3ccccc3)O[C@@H]1CC[C@]1(C)C2CC[C@@H](O)[C@H]1CC(=O)NCc1cc(F)cc(F)c1 (some centres not stated)
→ 12%	-12	?	-18%	40µM*	40µM*	-19%
CCN1C(=O)CN(C(=O)CCCc2ccccc2)CC12CCOCC2
→ .	-6	7%	?	-16%	-8%	-3%
COc1ccc(CC(=O)NC2CCN(c3cnn(C)c(=O)c3)CC2)cc1
→ 7%	36	-17%	i	-7%	4%	10%
COc1ccc(NC(=O)[C@@H](c2ccccc2)N2Cc3ccccc3C2=O)cc1OC
→ .	-21	20%	.	.	.	0%
O=C(c1ccccn1)N1CCC(N2C(=O)C(O)C23CCCCC3)CC1 (configuration not stated)
→ -3%	-4	-25%	-5%	i	1%	0%
O=C(NC1CCCCCC1)C1CCc2nnc(C3CC3)n21 (configuration not stated)
→ .	11	10%	i	?	-20%	0%[12.5 µM]
CN1CC2(CCCN(Cc3cccc4nonc34)C2)OC1=O (configuration not stated)
→ 5%	21	7%	3%[11.5 µM]	-5%	i	0%
CCCN1CCCC2(CCN(C(=O)C(=O)c3cccn3C)C2)C1=O (configuration not stated)
→ 0%	27	32%[activator]	i	0%	-3%	6%
COCCc1noc(-c2nc(-c3ccc(C)cc3)no2)n1
→ -23%	0	175%[activator]	i	-15%	-8%	5%
